Scp1 inh: Scp-1 phosphatase inhibitors, primary screen, biochemical, colorimetric, uHTS | inhibition, % at 20 µM | Carboxy-terminal domain RNA polymerase II polypeptide A small phosphatase 1 (Homo … | hit rate 0.88% among 340,000 | Recombinant Scp1, phosphopeptide, malachite green phosphate absorbance;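 active = inhibition above about 50% at 20 µM, limit read from the data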;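 note: plate controls were DMSO wells with enzyme for no effect and wells lacking enzyme for full effect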
Target sequence (Q9GZU7 76-261 limits assumed): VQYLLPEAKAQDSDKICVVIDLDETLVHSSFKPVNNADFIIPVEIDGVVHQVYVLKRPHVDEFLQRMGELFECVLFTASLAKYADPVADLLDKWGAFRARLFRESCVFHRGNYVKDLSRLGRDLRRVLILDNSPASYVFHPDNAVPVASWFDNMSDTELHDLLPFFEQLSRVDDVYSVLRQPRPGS
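Incubation: 45 min enzyme reaction at room temperature / System: truncated SCP-1 phosphatase (76-261aa) / Reagent: Phospho 17-mer peptide substrate / Buffer or medium: Acidic Tris acetate buffer with magnesium and detergent / Signal: absorbance at 630 nm / Doses: one concentration, 20 µM, with 1.0% DMSO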
MLLE-PAM2 inh: inhibitors of PABP1 MLLE–PAM2 peptide binding, primary screen, biochemical, fluorescence polarization, FITC-PAM2, GST-MLLE; inhibition, % at 20 µM; Polyadenylate-binding protein 1 (Homo sapiens), P11940; hit rate 0.36% among 360,000; AID 588489, 2011; in the data active = inhibition above about 35%, passing the limit was not always enough;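 note: plate controls were DMSO wells with GST-MLLE for no effect and wells lacking GST-MLLE protein for full effect; some results filed as inactive read as strong as hits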
Target sequence (P11940 whole entry, looked up): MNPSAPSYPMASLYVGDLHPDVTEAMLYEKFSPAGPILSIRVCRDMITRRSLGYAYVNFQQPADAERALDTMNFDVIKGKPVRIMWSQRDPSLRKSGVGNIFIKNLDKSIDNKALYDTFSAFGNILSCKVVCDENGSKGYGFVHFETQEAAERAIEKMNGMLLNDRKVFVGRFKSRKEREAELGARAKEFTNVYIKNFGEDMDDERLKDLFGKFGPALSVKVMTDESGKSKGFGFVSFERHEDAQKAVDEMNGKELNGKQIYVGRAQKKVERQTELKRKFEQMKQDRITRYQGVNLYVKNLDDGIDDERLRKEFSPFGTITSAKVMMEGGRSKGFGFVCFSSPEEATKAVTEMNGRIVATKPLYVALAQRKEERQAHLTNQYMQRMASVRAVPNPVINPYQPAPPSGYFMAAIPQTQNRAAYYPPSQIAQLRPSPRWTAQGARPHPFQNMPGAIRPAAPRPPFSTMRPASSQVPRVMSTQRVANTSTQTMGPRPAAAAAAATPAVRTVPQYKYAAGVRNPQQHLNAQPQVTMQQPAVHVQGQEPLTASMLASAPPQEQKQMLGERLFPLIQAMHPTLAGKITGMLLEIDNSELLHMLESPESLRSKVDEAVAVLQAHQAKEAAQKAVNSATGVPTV
STEP inh: STEP phosphatase inhibitors, primary screen, biochemical, fluorescence intensity, uHTS; Tyrosine-protein phosphatase non-receptor type 5 (Homo sapiens), P54829; recombinant STEP, OMFP fluorogenic substrate; inhibition, % at 20 µM; hit rate 0.25% among 360,000; AID 588621, 2011;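 active = inhibition at 20 µM, scaled per plate between control wells, above about 37%, limit read from the data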;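 note: 0% = DMSO with enzyme and substrate and 100% = substrate only without enzyme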
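Assay system: isolated STEP enzyme / Timing: 20 min at room temperature, dark / Doses: 20 µM, 1% DMSO / Technique: fluorescence intensity, excitation 480 nm, emission 540 nm / Reagent: fluorogenic phosphatase substrate OMFP at 25 µM final / Measure: percent inhibition scaled to no-enzyme and uninhibited-enzyme controls, plate-pattern corrected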
Rpn11 inh: Rpn11 (PSMD14) deubiquitinase inhibitors, primary screen, biochemical, fluorescence polarization, uHTS. human 26S proteasome, Ub4-pepOG fluorescence polarization; 20S core pre-blocked with epoxomicin. calls only at 20 µM. hit rate 0.59% among 360,000. AID 588493, 2011;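 active = inhibition at 20 µM, scaled to each plate's controls, above about 33%, limit read from the data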
CSN inh: inhibitors of CSN-mediated cullin deneddylation, primary screen, biochemical, fluorescence polarization, uHTS; Purified CSN, SCF-Nedd8-OG deneddylation; inhibition, % at 12.5 µM; hit rate 0.38% among 360,000;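 active = pattern-corrected inhibition above about 35%, with an unprinted fluorescence ratio check between 0.5 and 1.5, limit read from the data, passing the limit was not always enough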;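 note: 0% = enzyme with substrate and 100% = substrate without enzyme; some results filed as inactive read as strong as hits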
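Assay system: Purified human Csn5 enzyme expressed in HEK293T cells | Amount: Enzyme 0.24 nM | Measured by: Fluorescence polarization readout | Medium: Tris/NaCl/DTT buffer, pH 7.5 | Compound dosing: One concentration, 12.5 µM, 0.25% DMSO | Times: 90 min incubation of compound, enzyme and substrate at room temperature | Control set: no-enzyme wells high, enzyme-with-substrate wells low | Read-out: % inhibition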
DNMT1 block: human DNMT1 methyltransferase inhibitors, primary screen, biochemical, molecular beacon, fluorescence, HinP1I cleavage, uHTS; DNA (cytosine-5)-methyltransferase 1 (Homo sapiens), P26358; inhibition (reported as % activation of signal), % at 10 µM; hit rate 0.83% among 360,000; in the data active = inhibition above about 50%
NadD inh: inhibitors of S. aureus NadD, primary screen, biochemical, colorimetric, uHTS | Nicotinate-nucleotide adenylyltransferase NadD (Staphylococcus aureus N315) | purified NadD enzyme, colorimetric absorbance read-out | inhibition, % at 20 µM | hit rate 0.78% among 360,000; in the data active = inhibition above about 26%; note: some compounds past the cut are filed as inactive
SUMO1 PPI mod: modulators of SUMO1 protein-protein interactions, primary screen, biochemical, uHTS; Small ubiquitin-related modifier 1 (Homo sapiens), P63165; SUMO1 binding to a labelled peptide, TR-FRET, 1 h; inhibition, % at 20 µM; hit rate 0.33% among 360,000; in the data active = inhibition above about 37%
Target sequence (P63165 whole entry, looked up): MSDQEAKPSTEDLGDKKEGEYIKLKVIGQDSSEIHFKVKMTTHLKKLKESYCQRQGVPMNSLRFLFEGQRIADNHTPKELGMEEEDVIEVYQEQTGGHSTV
TbMetRS inhib: T. brucei MetRS inhibitors, primary screen, biochemical, luminescence | inhibition, % at 11.9 µM | methionyl-tRNA synthetase (Trypanosoma brucei brucei) | purified T. brucei MetRS, ATP depletion, Kinase-Glo luminescence | hit rate 0.4% among 360,000 | AID 624268, 2012;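 active = inhibition above a per-plate cutoff of the control wells' mean inhibition plus 3 SD, cut at about 5.5% in these data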;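 note: 0% = DMSO wells median and 100% = median of wells with control inhibitor compound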
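Material – parasite MetRS enzyme · Medium – HEPES-MgCl2-KCl buffer plus DTT, spermine, BSA, pyrophosphatase · Reagent – ATP, methionine and E. coli bulk tRNA substrates · Times – 15 min enzyme-compound preincubation, 2 h reaction, 10 min detection, 25 °C · Measured by – luminescence of leftover ATP · Evaluation – percent inhibition relative to median high and low control wells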
LMPTP inh: LMPTP phosphatase inhibitors, primary screen, biochemical, fluorescence intensity, uHTS; hit rate 0.22% among 360,000; recombinant LMPTP-A, OMFP fluorogenic substrate; inhibition, % at 20 µM;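 active = compounds that cut the enzyme signal by at least half of the control window in the single-dose screen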;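 note: plate controls were DMSO wells with enzyme plus substrate for no effect and substrate without enzyme for full effect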
Target sequence (P24666 whole entry, looked up): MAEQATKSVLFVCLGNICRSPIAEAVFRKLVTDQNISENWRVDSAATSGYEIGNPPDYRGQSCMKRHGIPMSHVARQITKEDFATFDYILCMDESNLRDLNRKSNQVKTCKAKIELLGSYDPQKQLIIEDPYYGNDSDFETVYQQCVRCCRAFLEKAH
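Assay system: LMPTP-A enzyme. Input: 0.625 nM LMPTP-A final. Probe or stimulus: 400 µM OMFP. Compound dosing: single 20 µM dose. Schedule: 50 min dark incubation at room temperature. Detection: fluorescence intensity of OMFP turnover product. Read-out: percent inhibition versus substrate-only and uninhibited controls. Benchmarks: no-enzyme low control, uninhibited high control.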
Active calls of the source: *; i = inactive; / = no result given.

SMILES | Scp1 inh | MLLE-PAM2 inh | STEP inh | Rpn11 inh | CSN inh | DNMT1 block | NadD inh | SUMO1 PPI mod | TbMetRS inhib | LMPTP inh
CCOc1ccc(S(=O)(=O)N2CCC(C(=O)NCc3ccco3)CC2)cc1 | 4 | -11 | -1 | i | -1 | 0 | -1 | -4 | -1.0 | -0.2
COc1c2c(c(OC)c3c1c(=O)c1ccccc1n3C)OCO2 | 7 | 19 | 0 | i | -4 | -4 | 2 | -27 | -0.4 | 0.6
CCOc1ccc(C(=O)Nc2cccc(-c3ccc(N4CCOCC4)nn3)c2)cc1OCC | 1 | 4 | 0 | i | 2 | -3 | 1 | -10 | -0.4 | -1.2
Cc1ccccc1N(C(=O)c1snc(C(N)=O)c1N)C(C(=O)NCC1CCCO1)c1ccc(N(C)C)cc1 (stereo not drawn) | 3 | -4 | -1 | i | 4 | -1 | 7 | -7 | -0.6 | -1.0
CC1(C)CC(NC(=O)COc2ccccc2Cl)CC(C)(C)N1 | -3 | -8 | -2 | i | 2 | 4 | 2 | 1 | -1.2 | -2.8
C/C(=N\N1CCN(C2c3ccccc3-c3ccccc32)CC1)c1ccncc1 | -6 | 5 | 0 | i | -1 | -7 | 1 | -6 | -1.2 | -0.8
Cc1cc(C)nc(NS(=O)(=O)c2ccc(NC(=O)c3cc(-c4ccccc4)nc4ccccc34)cc2)n1 | -1 | 15 | -3 | i | -4 | -5 | 26 | 6 | -0.6 | 3.2
Cn1cc(/C=C2\SC(=O)N(c3ccccc3)C2=O)c2ccccc21 | 3 | -33 | 5 | / | 7 | 15 | -4 | -3 | -0.4 | -1.3
C#Cc1cccc(-n2nnc(C(=O)OC)c2-c2ccccc2)c1 | -3 | 1 | 2 | i | -3 | 1 | -3 | 2 | 0.3 | 1.4
COc1ccc(C(=O)NCC(=O)N2CCc3ccccc3C2)cc1 | -6 | -24 | 0 | i | 4 | -6 | -2 | 2 | -0.8 | -1.2
Cc1c(OCC(=O)OC(C)(C)C)ccc2c3c(c(=O)oc12)CCC3 | -5 | 3 | 2 | i | 1 | 1 | -6 | 1 | -1.4 | 0.5
COC(=O)CCN(c1ccccc1)S(=O)(=O)c1cc(-c2cc(C)no2)ccc1OC | -1 | 10 | -3 | i | 3 | -3 | -10 | 0 | -0.2 | -0.9
O=C(CN1C(=O)NC2(CCCCCC2)C1=O)N1CCN(c2ccc(F)cc2)CC1 | -5 | 6 | 1 | i | -5 | 2 | 1 | 1 | -0.2 | -0.5
CC(=O)c1cccc(NC(=O)CSc2ccc(-c3ccc4c(c3)OCO4)nn2)c1 | 6 | 12 | 4 | i | -2 | -2 | 10 | 2 | 0.5 | 1.7
Cc1nnsc1NC(=O)OCCCl | -16 | -8 | -7 | i | 2 | -3 | -7 | 4 | -0.3 | -0.8
Cc1ccc(/C=C2\OC(=O)c3ccccc32)cc1 | -11 | -1 | 2 | i | 1 | -2 | 4 | 3 | -1.1 | 2.1
CCC1=C(OC(=O)N(CC)CC)N2C(=O)OC(=NCCc3c[nH]c4ccccc34)[C@]2(C)[C@H]2C1=CC[C@H]1C(=O)N(CC(=O)OC)C(=O)[C@H]12 | -5 | -13 | 1 | i | 25 | 1 | -1 | 14 | -0.2 | -0.1
Clc1cccc(CNc2ccn3nc(-c4ccccc4Cl)cc3n2)c1 | / | -7 | -5 | i | -4 | -31 | 0 | 4 | -0.2 | 5.2
COc1ccccc1N1CCN(C(=O)C2CCCO2)CC1 (stereo not drawn) | -3 | 6 | -2 | i | 0 | 1 | 3 | 1 | -0.8 | -0.4
CCCC(=O)OCCNc1cc(Sc2nccn2C)c2nonc2c1[N+](=O)[O-] | -5 | 18 | 4 | i | 1 | 4 | -2 | -18 | 1.0 | -0.4
Cc1cnc(-c2nc3ccccc3n2C(C(=O)NC(C)(C)C)c2ccncc2)cn1 (stereo not drawn) | / | / | / | / | -1 | / | / | -1 | -0.4 | 0.0
COc1cccc(CNC(=O)Cn2cc([N+](=O)[O-])cn2)c1 | -4 | -4 | -3 | i | -2 | -1 | -10 | -3 | -1.3 | -2.0
CCN(CC)CCN(C(=O)c1ccc2ncsc2c1)c1nc2cc3c(cc2s1)OCO3 | -4 | 15 | 8 | i | 6 | -2 | 8 | 5 | 0.2 | 5.2
C/C(=N\NC(=O)c1c[nH]c2ccccc12)c1ccc(C)o1 | -8 | 1 | -2 | i | 2 | -4 | 4 | -2 | 1.7 | -1.0
CC(=O)NC(Cc1cccc(F)c1)C(=O)NC1CCN(c2ncccc2[N+](=O)[O-])CC1 (stereo not drawn) | 2 | -21 | 1 | i | 6 | 4 | 3 | -18 | -0.8 | -0.2
O=C(CCCNS(=O)(=O)c1ccccc1)NCc1ccco1 | -9 | 9 | -1 | i | -6 | -3 | 3 | -1 | -1.0 | -0.8
COc1cc2c(cc1OC)CN(C(=O)c1ccc(S(=O)(=O)N3CCCCCC3)cc1)CC2 | -7 | -3 | -1 | i | 3 | -11 | 5 | -3 | 0.4 | 0.7
CCOC(=O)[C@@H]1[C@H]2COc3ccccc3[C@H]2N2C(=O)N(c3ccc(C)cc3)C(=O)[C@]12C | -3 | 4 | -2 | i | -1 | 13 | 1 | 1 | 0.2 | 0.8
CC(CN1CCOCC1)OC(=O)c1ccccc1 (stereo not drawn) | -7 | 5 | -2 | i | -6 | 0 | -8 | 0 | -0.8 | -1.9
Cc1ccnc2nc(C(=O)OCCOc3cccc(Br)c3)nn12 | 3 | -2 | -4 | i | -3 | 2 | 1 | 1 | -0.8 | -0.6

Part of the list above in another layout:
> CCN(CC)CCN(C(=O)c1ccc2ncsc2c1)c1nc2cc3c(cc2s1)OCO3
  Scp1 inh = -4
  MLLE-PAM2 inh = 15
  STEP inh = 8
  Rpn11 inh = i
  CSN inh = 6
  DNMT1 block = -2
  NadD inh = 8
  SUMO1 PPI mod = 5
  TbMetRS inhib = 0.2
  LMPTP inh = 5.2

> C/C(=N\NC(=O)c1c[nH]c2ccccc12)c1ccc(C)o1
  Scp1 inh = -8
  MLLE-PAM2 inh = 1
  STEP inh = -2
  Rpn11 inh = i
  CSN inh = 2
  DNMT1 block = -4
  NadD inh = 4
  SUMO1 PPI mod = -2
  TbMetRS inhib = 1.7
  LMPTP inh = -1.0

> CC(=O)NC(Cc1cccc(F)c1)C(=O)NC1CCN(c2ncccc2[N+](=O)[O-])CC1 (stereo not drawn)
  Scp1 inh = 2
  MLLE-PAM2 inh = -21
  STEP inh = 1
  Rpn11 inh = i
  CSN inh = 6
  DNMT1 block = 4
  NadD inh = 3
  SUMO1 PPI mod = -18
  TbMetRS inhib = -0.8
  LMPTP inh = -0.2

> O=C(CCCNS(=O)(=O)c1ccccc1)NCc1ccco1
  Scp1 inh = -9
  MLLE-PAM2 inh = 9
  STEP inh = -1
  Rpn11 inh = i
  CSN inh = -6
  DNMT1 block = -3
  NadD inh = 3
  SUMO1 PPI mod = -1
  TbMetRS inhib = -1.0
  LMPTP inh = -0.8

The list continues.
SMILES | Scp1 inh | MLLE-PAM2 inh | STEP inh | Rpn11 inh | CSN inh | DNMT1 block | NadD inh | SUMO1 PPI mod | TbMetRS inhib | LMPTP inh
COc1ccc(/C=N/NC(=O)c2ccco2)cc1OCc1ccccc1 | -11 | 25 | 2 | i | 3 | 1 | 0 | -15 | 0.3 | 1.0
O=C(Nc1ccno1)Nc1ccc(Cl)cc1Cl | -14 | 1 | -1 | i | -1 | 1 | 0 | 2 | 2.6 | -0.7
O=C(Cn1c2ccccc2c(=O)c2cc([N+](=O)[O-])ccc21)Nc1ccccc1Cl | 36 | -19 | 8 | i | 11 | 56* | 11 | -12 | -0.1 | 18
O=C(CSc1nnc(CNc2ccc(F)cc2)n1Cc1ccccc1)NCc1ccccc1 | 1 | -4 | -1 | i | 1 | -6 | 14 | 2 | -0.3 | 0.5
CC(C)(C)C(=O)Nc1ccc(-c2csnn2)cc1 | -5 | 1 | -3 | i | -2 | 4 | -5 | 2 | -0.6 | -2.3
N#C/C(=C\c1ccc(OCCN2CCOCC2)cc1)C(=O)Nc1ccccc1 | -2 | 9 | -2 | i | 2 | -2 | -2 | -24 | 0.2 | -0.9
CC(C)[C@H](CN(N=O)[C@@H](Cc1ccccc1)CN(C)N=O)N(CCc1ccccc1)N=O | 8 | 8 | 3 | i | -5 | 0 | -7 | 4 | 0.0 | 1.2
Cc1ccccc1-c1nc(CN2CCC(C(=O)NC3CCCCC3)CC2)c(C)o1 | -6 | 1 | -2 | i | -1 | -2 | -10 | 1 | -0.4 | -0.5
Cc1cc(OCCn2cnc3ccccc3c2=O)cc(C(C)C)c1 | -2 | 25 | 1 | i | -1 | -1 | -14 | 3 | -0.6 | -0.3
CC(NS(=O)(=O)c1ccc(Br)cc1)C(=O)NCc1ccc2c(c1)OCO2 (stereo not drawn) | -7 | 5 | 0 | i | -7 | 1 | -4 | 2 | 0.4 | 0.4

Ordered by the number under DNMT1 block (lowest first): three from the list above.
SMILES | Scp1 inh | MLLE-PAM2 inh | STEP inh | Rpn11 inh | CSN inh | DNMT1 block | NadD inh | SUMO1 PPI mod | TbMetRS inhib | LMPTP inh
COc1c2c(c(OC)c3c1c(=O)c1ccccc1n3C)OCO2 | 7 | 19 | 0 | i | -4 | -4 | 2 | -27 | -0.4 | 0.6
CC(C)(C)C(=O)Nc1ccc(-c2csnn2)cc1 | -5 | 1 | -3 | i | -2 | 4 | -5 | 2 | -0.6 | -2.3
Cn1cc(/C=C2\SC(=O)N(c3ccccc3)C2=O)c2ccccc21 | 3 | -33 | 5 | / | 7 | 15 | -4 | -3 | -0.4 | -1.3

Screens: PubChem, several laboratories
